Screens as filed in PubChem BioAssay.
M1AAP inhibition – P. falciparum M1AAP inhibitors, biochemical, fluorogenic H-Leu-NHMec substrate, 1536-well (AID 1445) | recombinant M1AAP, H-Leu-NHMec fluorogenic kinetic assay; higher % means a stronger effect | one-dose inhibition, % at 30 µM; IC50 in µM for titrated hits | 220,000 compounds, 0.42% hits;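 active = primary inhibition above the hit cutoff, then over 50% inhibition at one or more dose response concentrations, cut at about 23% in these data, passing the limit was not always enough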;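 also: plate controls were DMSO full reaction for no effect and no enzyme background for full effect; strong numbers were not always called active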
ER stress rescue – protection against thapsigargin-triggered cell killing – 384-well, CSM14.1, ATP luminescence, primary screen (AID 1222); CSM14.1 thapsigargin-induced death rescue, ATP luminescence; higher % means a stronger effect; cellular ATP content (survival), % at 20 µM; hits with a dose series show EC50 in µM; 190,000 tested, under 10 active;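 active = EC50 below 50 µM in the dose-response confirmation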;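 also: death triggered by thapsigargin at about 15 µM added after 2 h compound pretreatment; cell ATP read after overnight thapsigargin exposure of roughly 18 to 22 hours; normalized against plate controls of thapsigargin alone and 5% DMSO vehicle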
XIAP displacement – small molecules displacing peptide from XIAP – biochemical, IAP family, fluorescence polarization (AID 1018). 200,000 compounds, 0.007% hits. one-dose displacement, % at 20 µM; IC50 in µM for titrated hits. XIAP BIR domain, fluorescence polarization peptide displacement; higher % means a stronger effect; in the data active = displacement above about 50%; also: a part of the inactive calls stands beside numbers as strong as those of hits
PhoP inhibition – PhoP-dependent GFP reporter repression – Salmonella Typhimurium, primary screen (AID 1863); 300,000 compounds, 0.16% hits; inhibition, % at 50 µM, or IC50 in µM where a hit was titrated; S. Typhimurium PhoP-regulated promoter GFP reporter, 4 h; higher % means a stronger effect;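 active = inhibition over 29.93%, a cutoff 3 SD above the screen mean, later confirmed by dose response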;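 also: 0% = low Mg2+ inducing control and 100% = high Mg2+ repressing control; strong numbers were not always called active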
West Nile virus CPE – West Nile virus antiviral activity, cell-based, CPE readout (AID 1621) | West Nile virus-infected cells, CPE inhibition; higher % means a stronger effect | CPE inhibition, % at 10 µM, or IC50 in µM where a hit was titrated | 290,000 compounds, 0.02% hits; in the data active = a potency from the dose series; also: strong numbers were not always called active
M17LAP inhibition – P. falciparum M17LAP inhibitors, primary screen, biochemical, fluorogenic H-Leu-NHMec substrate, 1536-well (AID 1619). recombinant M17LAP, H-Leu-NHMec fluorogenic kinetic assay; higher % means a stronger effect. 220,000 compounds, 0.38% hits. inhibition, % at 30 µM; hits with a dose series show IC50 in µM;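 active = compound inhibiting the enzyme by more than half at any dose during confirmatory dose-response retesting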;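 also: plate controls were full reaction with DMSO carrier for no effect and no enzyme background for full effect; strong numbers were not always called active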
SIAH1 antagonists – blockers of Siah-1 interaction with plectin peptide – biochemical, fluorescence polarization, rhodamine-plectin, uHTS, primary screen (AID 1817) | 290,000 compounds, 0.02% hits | Siah-1 / rhodamine-plectin peptide fluorescence polarization; higher % means a stronger effect | one-dose displacement, % at 20 µM; IC50 in µM for titrated hits;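 active = displacement of at least 50% at 20 µM, with a fluorescence ratio check between 0.3 and a set limit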;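 also: plate controls were Siah plus tracer with DMSO for no effect and tracer alone without Siah for full effect; strong numbers were not always called active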
PMI inhibition – human PMI inhibitors, high substrate, primary screen, biochemical, fluorescence intensity, high mannose 6-phosphate (AID 1220). recombinant PMI enzyme, coupled fluorescence intensity; higher % means a stronger effect. inhibition, % at 20 µM, or IC50 in µM where a hit was titrated. 190,000 compounds, 0.66% hits; in the data active = inhibition above about 50%
Yfh1-off respiration – mitochondrial function rescue without frataxin homolog – Friedreich's ataxia, plus single-dose screen, dose response (AID 1465). S. cerevisiae Yfh1-off respiration, WST-1 reduction, 72 h; higher fold induction means a stronger effect. fold induction at 50 µM, or EC50 in µM where a hit was titrated. 220,000 compounds, 0.074% hits;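 active = fold induction of absorbance versus untreated yeast above a set limit, then at least 30% activation at any dose in follow-up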;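 also: activators that raise dye reduction in frataxin-depleted yeast; strong numbers were not always called active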
An asterisk follows results filed as active; i = inactive; . = no result given.

entry	structure	M1AAP inhibition	ER stress rescue	XIAP displacement	PhoP inhibition	West Nile virus CPE	M17LAP inhibition	SIAH1 antagonists	PMI inhibition	Yfh1-off respiration
1	CC(=O)Nc1ccc(OCC(O)Cn2nc(C)c(C(C)=O)c2C)cc1 (stereo unspecified)	-1%	.	-1.5%	5%	0.8%	-1%	6%	10%	i
2	COc1cccc(C(=O)Nc2ccc(S(=O)(=O)Nc3onc(C)c3C)cc2)c1	20%	-0.2%	-6.1%	3%	0.1%	-26%	-2%	-2%	i
3	Cc1ccc(/C=C/C(=O)Nc2ccc(N(C)C)cc2)o1	7%	-1.5%	-4.8%	1%	-0.8%	9%	-3%	28%	i
4	CSc1ccc(N2CCN(CCCNC(=O)Nc3ccccc3F)CC2)cc1	-7%	-0.1%	-5.9%	3%	-1.7%	-3%	-1%	5%	i
5	CCOC(=O)Cn1nc(C)n(-c2ccc(Br)cc2)c1=O	-4%	-0.7%	-7.9%	-7%	-0.6%	4%	1%	2%	i
6	COc1ccc(NC(=O)C(CCS(C)(=O)=O)N2C(=O)c3ccccc3C2=O)cc1 (stereo unspecified)	-2%	5.0%	-7.5%	-2%	0.8%	-10%	1%	-4%	i
7	COc1ccc(NC(=O)CN2CCN(CC(=O)Nc3cc(OC)cc(OC)c3)CC2)cc1	-2%	-0.5%	-0.8%	-1%	0.0%	19%	-2%	-19%	i
8	Cc1onc(-c2ccccc2)c1C(N)=O	6%	.	-12%	6%	0.5%	14%	-1%	7%	i
9	CC(=O)/C(=N\Nc1ccc(C)cc1)N1CCOCC1	14%	-3.9%	-0.9%	22%	-1.0%	7%	-2%	-159%	i
10	Cc1cc(-c2n[nH]c(=S)n2/N=C/c2c[nH]c3ccccc23)n[nH]1	17%	.	.	6%	-0.4%	-6%	1%	.	i
11	CNS(=O)(=O)c1cccc(C(=O)OCC(=O)Nc2ccccc2OC(F)F)c1	6%	0.7%	-5.9%	-8%	0.4%	-9%	12%	2%	i
12	Cn1c(=O)c(=O)n(C)c2cc(S(=O)(=O)N3CCN(c4ccc(F)cc4)CC3)ccc21	-4%	-2.9%	-2.6%	8%	-0.4%	-20%	-3%	12%	i
13	C=CCSc1nnc(NC(=O)CSc2nc3ccccc3o2)s1	10%	-3.2%	-12%	-9%	.	5%	0%	6%	.
14	Cc1ccc(Nc2nc(N)nc(CN3CCN(Cc4ccc5c(c4)OCO5)CC3)n2)cc1C	3%	-0.9%	12%	-6%	-0.9%	-14%	-3%	-9%	i
15	CCN=C(NCC)SC1CC(=O)N(c2ccccc2)C1=O (stereo unspecified)	-1%	-2.8%	-2.0%	11%	0.0%	1%	-1%	-2%	i
16	CC(=O)Nc1ccc(OC(=O)c2cc3ccccc3oc2=O)cc1	4%	-0.5%	0.9%	0%	0.3%	7%	1%	1%	i
17	COc1cc(NC(=O)c2cc(Cl)nnc2Cl)cc(OC)c1OC	0%	-0.9%	-13%	3%	-1.0%	-4%	0%	9%	i
18	CCN(CC)C(=O)Oc1ccc2ccccc2c1Cl	-4%	-1.0%	-3.3%	9%	0.1%	1%	9%	14%	i
19	COc1ccccc1N1CCN(C(=O)COc2cc(C)cc(C)c2)CC1	9%	-0.4%	-16%	-7%	-0.8%	-4%	-2%	5%	i
20	COc1cc(OC)cc(-c2cc(N)n(S(=O)(=O)Cc3ccccc3)n2)c1	10%	-0.6%	0.0%	13%	0.0%	-3%	1%	3%	i
21	C=CCSc1nc(=O)n2ccccc2n1	3%	0.7%	-9.0%	7%	0.6%	0%	6%	-1%	i
22	CC1(C)CC2CC(C)(CN2CC(O)COc2ccccc2)C1 (stereo unspecified)	3%	-1.9%	-4.4%	-2%	-0.2%	18%	5%	0%	i
23	CCOC(=O)C1=C(C)NC(=S)N(C(C)=O)C1c1ccccc1 (stereo unspecified)	7%	-4.0%	3.2%	6%	-0.6%	10%	-1%	4%	i
24	O=C1CC(c2ccco2)=Nc2ccccc2N1	7%	-0.9%	-6.9%	3%	-0.2%	12%	-5%	-12%	i
25	O=C(CCC(=O)c1cccs1)NCc1ccc(F)cc1	9%	1.6%	-3.9%	2%	-0.1%	6%	4%	-5%	i
26	NS(=O)(=O)c1ccc(Nc2nc(-c3ccc(O)cc3O)cs2)cc1	1%	-0.9%	-7.9%	16%	3.4%	9%	-4%	23%	i
27	CC(=O)c1ccc(NC(=S)NCCc2ccc(S(N)(=O)=O)cc2)cc1	7%	-0.7%	-16%	4%	-0.3%	1%	-3%	5%	i
28	CC(=O)NS(=O)(=O)c1ccc(NC(=O)c2ccccc2F)cc1	-1%	-1.5%	-3.3%	-18%	-0.1%	-5%	0%	2%	i
29	CC(=O)Nc1cc(Cl)c(N=Cc2ccc(O)cc2O)cc1Cl	9%	0.8%	-7.5%	12%	1.5%	0%	8%	63%*	i
30	C=CCOc1nc2c(c(=O)n(C)c(=O)n2C)n1Cc1ccc(Cl)cc1	7%	-2.2%	-8.4%	6%	-1.3%	6%	1%	-5%	i
31	c1ccc(Nc2nc3ccccc3[nH]2)nc1	-2%	4.4%	-6.8%	30%	0.4%	-26%	-12%	0%	i
32	COc1ccc(-c2cc(CNC(=O)CN3CCN(C)CC3)on2)cc1	9%	-0.3%	-1.0%	2%	0.1%	3%	9%	20%	i
33	CN(C)S(=O)(=O)c1ccc(NC=C(C#N)C#N)cc1	8%	.	.	2%	0.1%	25%	12%	.	i
34	Cn1c(Cc2ccccc2)nnc1SCC(=O)N1CCOCC1	0%	-3.9%	-0.3%	0%	-0.4%	-5%	2%	-5%	i
35	CCOC(=O)Nc1nc(C)c(C(=O)c2ccc(Cl)cc2)s1	5%	4.8%	-4.9%	-3%	0.2%	-5%	0%	-2%	i
36	CC(C)CC(NC(=O)C1CCCN1C(=O)OC(C)(C)C)C(=O)NCC(N)=O (stereo unspecified)	8%	-2.1%	-1.4%	-15%	0.3%	10%	1%	-4%	i
37	C=CCOC(=O)/C(=C\c1ccc(OC)cc1)NC(=O)c1ccco1	3%	-0.7%	-13%	-7%	.	11%	0%	11%	.
38	N#CC(C#N)=C1C(=O)N(CCN2CCOCC2)c2ccccc21	4%	.	.	-2%	1.5%	11%	-2%	.	i
39	Cc1ccc(-c2nc(C=Nc3ccc(O)cc3)c(O)o2)cc1	9%	-12%	-6.5%	-2%	1.3%	3%	10%	34%	i
40	O=C1C2CCCN2C(c2ccccc2)N1c1cccc(Cl)c1 (stereo unspecified)	1%	0.0%	-5.1%	7%	0.0%	1%	-1%	1%	i
41	CNCC(O)COc1cccc(OC)c1 (stereo unspecified)	7%	.	-6.8%	-6%	1.5%	5%	4%	10%	i
42	CC(C)(C)SCCNC(=O)CN(c1ccccc1)S(=O)(=O)c1ccccc1	3%	0.7%	-16%	0%	-0.4%	-4%	-3%	9%	i
43	N#Cc1ccc(-c2ccc(F)cc2)nc1Oc1ccccc1	3%	-1.1%	-1.1%	4%	-0.1%	-7%	-2%	4%	i
44	CCN(CC)S(=O)(=O)c1cccc(NC(=O)CN2C(=O)c3ccc([N+](=O)[O-])cc3C2=O)c1	8%	-2.7%	-5.2%	-10%	0.7%	4%	1%	-4%	i
45	CC(C)=CC(=O)Nc1nnc(C)s1	10%	4.8%	-5.4%	0%	0.1%	-8%	2%	0%	i
46	Cc1cccc(N(C(=O)Cn2nnc3ccccc32)C(C(=O)NCc2ccco2)c2ccncc2)c1C (stereo unspecified)	10%	-1.6%	-6.4%	0%	-0.4%	4%	-2%	4%	i
47	CC(=O)NC1=NN(C(C)=O)C2(S1)C(=O)N(C(C)C)c1ccc(C)cc12 (stereo unspecified)	-3%	1.0%	-8.3%	1%	0.2%	10%	3%	-4%	i
48	CC(C)CCNc1nc2c(c(=O)[nH]c(=O)n2C)n1CC(O)COC(C)C (stereo unspecified)	5%	.	0.7%	-2%	0.1%	9%	3%	-1%	i
49	Cc1ccc(/C=C2/NC(=O)N(Cc3ccccc3F)C2=O)o1	8%	-2.8%	0.9%	-10%	-0.1%	8%	2%	-12%	i
50	Cc1noc(C)c1S(=O)(=O)N1CCN(c2ccccc2)CC1	11%	-0.6%	-7.3%	4%	-0.2%	2%	-1%	-8%	i
51	COc1ccc(C2C(C(=O)Nc3ccccc3OC)=C(C)Nc3ncnn32)cc1 (stereo unspecified)	3%	-2.1%	-3.2%	17%	-0.5%	13%	-1%	5%	i
52	CC(C)(c1ccccc1)c1ccc(OCCn2cnc3ccccc3c2=O)cc1	4%	1.2%	-16%	-3%	-0.3%	-8%	-3%	9%	i
53	Cc1cc(OCc2cc3c(cc2Cl)OCO3)c2c(C)cc(=O)oc2c1	11%	1.6%	-2.7%	4%	-1.0%	3%	19%	4%	i
54	CCN1C(C)=C(C)S/C1=C1\SC(=S)N(N)C1=O	3%	0.8%	9.7%	3%	1.4%	11%	-3%	-5%	i
55	O=C1NC(c2ccccc2)=NC1(NS(=O)(=O)c1ccccc1)C(F)(F)F (stereo unspecified)	5%	-4.9%	-4.5%	-5%	0.4%	4%	1%	8%	i

Of the compounds above, 8 have fluorine.
entry	structure	M1AAP inhibition	ER stress rescue	XIAP displacement	PhoP inhibition	West Nile virus CPE	M17LAP inhibition	SIAH1 antagonists	PMI inhibition	Yfh1-off respiration
4	CSc1ccc(N2CCN(CCCNC(=O)Nc3ccccc3F)CC2)cc1	-7%	-0.1%	-5.9%	3%	-1.7%	-3%	-1%	5%	i
11	CNS(=O)(=O)c1cccc(C(=O)OCC(=O)Nc2ccccc2OC(F)F)c1	6%	0.7%	-5.9%	-8%	0.4%	-9%	12%	2%	i
12	Cn1c(=O)c(=O)n(C)c2cc(S(=O)(=O)N3CCN(c4ccc(F)cc4)CC3)ccc21	-4%	-2.9%	-2.6%	8%	-0.4%	-20%	-3%	12%	i
25	O=C(CCC(=O)c1cccs1)NCc1ccc(F)cc1	9%	1.6%	-3.9%	2%	-0.1%	6%	4%	-5%	i
28	CC(=O)NS(=O)(=O)c1ccc(NC(=O)c2ccccc2F)cc1	-1%	-1.5%	-3.3%	-18%	-0.1%	-5%	0%	2%	i
43	N#Cc1ccc(-c2ccc(F)cc2)nc1Oc1ccccc1	3%	-1.1%	-1.1%	4%	-0.1%	-7%	-2%	4%	i
49	Cc1ccc(/C=C2/NC(=O)N(Cc3ccccc3F)C2=O)o1	8%	-2.8%	0.9%	-10%	-0.1%	8%	2%	-12%	i
55	O=C1NC(c2ccccc2)=NC1(NS(=O)(=O)c1ccccc1)C(F)(F)F (stereo unspecified)	5%	-4.9%	-4.5%	-5%	0.4%	4%	1%	8%	i
